# Pemphigus Ab inh: inhibitors of pemphigus antibody binding to DSG3, primary screen, biochemical, bead-based, flow cytometry, scFv-GFP; binding (percent of control), % at 10 µM; AID 588358, 2011; Desmoglein-3 (Homo sapiens), P32926; DSG3-coupled beads, scFv-anti-DSG3-GFP binding; hits give low values; 310,000 tested, 0.48% active;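 active = binding more than 3 SD below its plate's average and above zero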;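 also: hits lower antibody fragment binding to DSG3; some compounds called inactive have numbers as strong as hits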
# V-ATPase pHluor: regulators of yeast V-ATPase proton pumping, primary screen, pHLuorin cytosolic pH fluorescence; S. cerevisiae; response, % at 10 µM; 350,000 tested, 0.37% active; AID 504577, 2011; in the data active = response mostly above about 7.3%, no sharp cut-off; inactive = mostly below about 5.4%; also: actives read high; inactives centre near 0; some compounds called inactive have numbers as strong as hits; reference of the scale not given here
# Arr AP2 block: inhibitors of beta-arrestin/AP2 binding, primary screen, biochemical, GPCR trafficking, flow cytometry. FITC-arrestin peptide / GST-AP2 beads; AP2 beta2 appendage carries R879A mutation. inhibition, % at 10 µM. 340,000 tested, 0.31% active. AID 504490, 2011;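 active = inhibition above a set limit, near 3 SD of compounds lacking own fluorescence, cut at about 54% in these data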;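 also: plate controls were DMSO wells for no effect and 5 µM unlabelled arrestin peptide for full effect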
#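 System: GST-AP2 R879A glutathione beads. Medium: PBS with 0.05% Tween 20 and 0.1% BSA. Also added: FITC-arrestin peptide, 50 nM. Incubation: 12 min plus 1 h, RT. Measured by: high-throughput flow cytometry of beads, ex 488, em 535 nm. Evaluation: percent drop in bead-associated FITC signal.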
# Keap1-Nrf2 PPI: Keap1-Nrf2 protein-protein interaction inhibitors, primary screen, biochemical, fluorescence polarization, single point; 340,000 tested, 0.15% active; inhibition, % at 9.4 µM; Keap1 Kelch-Nrf2 peptide fluorescence polarization, 1536-well; Kelch-like ECH-associated protein 1 (Homo sapiens), Q14145; in the data active = inhibition above about 12%;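 also: human Keap1 Kelch domain with fluorescein labeled Nrf2 9mer peptide probe; 0% = neutral control wells and 100% = peptide positive control; higher means more block of Keap1 binding to Nrf2 peptide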
# Target sequence (Q14145 whole entry, looked up, the tested form may be a part): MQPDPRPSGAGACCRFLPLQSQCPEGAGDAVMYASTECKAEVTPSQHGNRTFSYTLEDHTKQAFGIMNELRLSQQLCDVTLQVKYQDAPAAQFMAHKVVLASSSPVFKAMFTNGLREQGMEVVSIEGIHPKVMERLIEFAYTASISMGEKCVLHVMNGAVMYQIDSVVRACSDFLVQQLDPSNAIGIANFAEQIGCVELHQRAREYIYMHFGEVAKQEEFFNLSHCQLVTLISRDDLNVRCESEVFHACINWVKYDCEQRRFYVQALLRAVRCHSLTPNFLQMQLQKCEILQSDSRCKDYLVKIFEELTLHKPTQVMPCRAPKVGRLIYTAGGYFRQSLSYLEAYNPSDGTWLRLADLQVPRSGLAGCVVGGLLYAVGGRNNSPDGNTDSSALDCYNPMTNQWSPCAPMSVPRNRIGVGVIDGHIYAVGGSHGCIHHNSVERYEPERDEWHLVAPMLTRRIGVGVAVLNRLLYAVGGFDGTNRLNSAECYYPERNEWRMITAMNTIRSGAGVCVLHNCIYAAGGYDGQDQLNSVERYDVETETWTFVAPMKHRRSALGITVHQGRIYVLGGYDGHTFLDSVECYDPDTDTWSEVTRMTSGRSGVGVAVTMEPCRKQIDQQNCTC
# Wnt bcat act: Wnt/beta-catenin pathway activators, primary screen, cell-based, plate reader, single point | activation, % at 9.35 µM | Wnt/beta-catenin reporter cell assay, activator | 300,000 tested, 1.2% active | AID 743398, 2014; in the data active = activation above about 30%, passing the limit was not always enough;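 also: 0% = neutral control wells and 100% = positive control wells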
# cardiac RTF act: cardiac RTF calcium sensitivity activators, primary screen, biochemical, IANBD-TnC fluorescence, EC20 calcium; activation, % at 7.2 µM; IANBD-labeled TnC RTF fluorescence at EC20 calcium; 0% EC20 calcium, 100% full calcium; Troponin I, cardiac muscle (Homo sapiens) + Troponin T, cardiac muscle (Homo sapiens) + …; 340,000 tested, 0.24% active;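 active = activation above the mean over all tested compounds plus 3 SD, cut at about 30% in these data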;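 also: rise in fluorescence read as greater calcium sensitivity of cardiac thin filaments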
# RTF Ca sens inh: cardiac RTF calcium sensitivity inhibitors, primary screen, biochemical, IANBD-TnC fluorescence, EC70 calcium | Troponin I, cardiac muscle (Homo sapiens) + Troponin T, cardiac muscle (Homo sapiens) + … | IANBD-labeled cardiac RTF, Ca2+ fluorescence | inhibition, % at 7.15 µM | 340,000 tested, 0.12% active | AID 493244, 2011;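 active = inhibition above the mean inhibition of all tested compounds plus 3 SD, cut at about 17% in these data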;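 also: assay run at fixed EC70 calcium of 1.6 mM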
# OPRM1-OPRD1 ag: agonists of OPRM1-OPRD1 heterodimerization, primary screen, cell-based, luminescence; Mu-type opioid receptor (Homo sapiens) + Delta-type opioid receptor (Homo sapiens), …; cells; activation, % at 9.3 µM; 340,000 tested, 0.3% active; AID 504326, 2011; in the data active = activation above about 18%;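 also: 0% = vehicle-treated cells and 100% = reference agonist; values of inactives mirror those of a sister screen read the other way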
# MOR-DOR inv ag: inverse agonists of MOR-DOR heterodimerization, primary screen, cell-based, luminescence | cell-based MOR-DOR heterodimer luminescence, inverse agonism | Mu-type opioid receptor (Homo sapiens) + Delta-type opioid receptor (Homo sapiens), … | 340,000 tested, 0.21% active | inhibition, % at 9.3 µM; in the data active = inhibition above about 22%, passing the limit was not always enough;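 also: 0% = cells with DMSO and 100% = wells without cells with DMSO; values of inactives mirror those of a sister screen read the other way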
# LANA DNA inh: inhibitors of KSHV C-LANA binding to DNA, primary screen, biochemical, fluorescence polarization, FAM-LBS DNA, MBP-C-LANA, single point; Kaposi's sarcoma herpesvirus LANA C-terminal domain (residues 932-1162) DNA binding; inhibition, % at 9 µM; 340,000 tested, 0.078% active; AID 504423, 2011;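 active = highest replicate inhibition at or above 60% at 9 µM, even if other replicates fall short; inactive = all replicates below 60% inhibition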;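 also: 0% = neutral control wells and 100% = 4 µM acridine orange control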
# The depositor's hits bear a star; x = no result given.
SMILES,Pemphigus Ab inh,V-ATPase pHluor,Arr AP2 block,Keap1-Nrf2 PPI,Wnt bcat act,cardiac RTF act,RTF Ca sens inh,OPRM1-OPRD1 ag,MOR-DOR inv ag,LANA DNA inh
Cc1cc(C)n2nc(SCC(=O)NC(=O)NCc3ccco3)nc2n1,91,-2,44,-2,x,4,7,-1.3,7,-0.1
Cc1nnsc1-c1onc(C)c1C(=O)O/N=C/c1ccc(Cl)cc1,108,-2,28,0,1,0,1,-2.4,13,-1.2
O=C(Cc1ccc(NC(=O)C2CCN(C(=O)c3ccccc3)CC2)cc1)Nc1cccc(C(=O)N2CCCC2)c1,98,0,-10,-6,0,-1,-7,-2.8,13,-1.7
Cc1cccc(C)c1NC(=O)c1ccc(-n2cnnn2)cc1,x,-3,5,0,x,6,-2,0.3,-2,-1.3
CCOCCn1[nH]c2ccccc2c1=O,101,-1,30,-3,4,5,-4,-1.8,10,1.0
COCCNC(=O)CN(c1ccc(C)cc1)S(=O)(=O)c1ccccc1,101,-5,7,-6,x,0,0,-2.9,16,0.0
O=C(Nc1ccc(OCc2ccccc2)cc1)Nc1cccnc1,96,-5,0,1,5,-1,5,1.2,-6,2.7
COc1ccccc1C(=O)NC(=S)Nc1ccc(N2CCOCC2)c(Cl)c1,105,4,19,2,-1,-4,-4,-0.6,3,-0.3
COc1ccc(N2CC(C)Cn3c2nc2c3c(=O)n(Cc3ccccc3)c(=O)n2C)c(OC)c1 (stereo not drawn),92,3,10,-2,0,4,-15,1.6,-8,-1.4
COc1ccc(N2CC(C(=O)NCCN3C(=O)S/C(=C\c4cccnc4)C3=O)CC2=O)c(OC)c1 (stereo not drawn),108,-3,-19,3,-2,5,6,0.2,-1,-1.5
CCOc1ccccc1OCCC(=O)Nc1ccc2c(c1)OCO2,121,-3,2,6,-6,-5,-4,-1.2,6,-1.4
Cc1ccc(-c2csc(SCC(=O)Nc3cc(C)on3)n2)cc1,101,3,3,-3,1,-4,-15,2.7,-13,2.6
Cc1cccc(NC(=S)NNC(=O)c2ccc3c(c2)OCO3)c1,x,3,8,-4,x,5,-7,-2.7,14,-0.5
O=C(COC(=O)c1ccc(OC(F)(F)F)cc1)NCCN1C(=O)CSC1=O,101,1,4,-1,0,6,-6,-1.5,6,0.0
CN(C)S(=O)(=O)c1ccc(NC(=O)CNc2cc(S(=O)(=O)N3CCCC3)ccc2OCC(F)(F)F)cc1,118,1,-14,-6,-7,4,-1,-1.3,7,0.0
CCn1c(=O)c2sccc2n(Cc2ccc(C)cc2)c1=O,98,0,34,-2,0,-6,-8,-2.0,10,2.1
C[C@H]1CN([C@@H](C)CO)C(=O)c2cccc(NC(=O)Nc3ccc(C(F)(F)F)cc3)c2O[C@@H]1CN(C)S(=O)(=O)c1ccc(Cl)cc1,100,-1,1,-7,-10,0,-3,1.8,-10,0.6
CC1(C)CC(=O)C=C(NCCO)C1,105,-2,4,-1,1,3,-9,-1.1,6,-0.1
COc1ccccc1/C=C(/NC(=O)c1ccccc1)C(=O)NCCCn1ccnc1,94,2,20,-1,1,-3,-2,0.1,-1,0.7
COc1cccc(C(C(=O)NC2CCCCC2)N(C(=O)c2ccco2)c2ccc(-n3cnnn3)c(C)c2)c1 (stereo not drawn),93,7,-7,-5,-2,10,-3,-1.1,7,-1.0
CC12C(=O)N(c3ccccn3)C(=O)C1C1C=CC2C1 (stereo not drawn),107,1,3,0,-3,1,0,-0.8,4,4.6
O=C(O)CCc1ccc(-c2cccs2)n1NC(=O)c1ccco1,x,4,1,-1,0,2,-14,-2.4,11,0.6
CCOC(=O)C1=C(COC(=O)CNC(=O)c2ccc(C)cc2)NC(=O)NC1C (stereo not drawn),94,-1,-9,-5,-2,3,-4,0.7,-3,-0.2
FC(F)(F)c1nc(N2CCCC2)ncc1-c1nnnn1-c1ccc(Cl)cc1,104,-2,4,-2,x,-1,-3,5.0,-27,-1.3
COC(=O)C1=C(N)Oc2cc(C)oc(=O)c2C1c1cccnc1 (stereo not drawn),x,-1,-8,2,x,-2,-3,-1.1,6,0.0
COc1ccc(C2=NN(C(=O)COC(=O)c3ccc(S(C)(=O)=O)c([N+](=O)[O-])c3)C(c3ccco3)C2)cc1 (stereo not drawn),81,0,-3,1,4,-2,-9,16,-69,-1.6
O=C1c2oc3ccccc3c(=O)c2C(c2cccnc2)N1Cc1ccco1 (stereo not drawn),x,-3,9,1,x,-4,-14,-2.1,13,0.2
CCOC(=O)c1c(NC(=O)CSc2ccccc2C(=O)O)sc(C)c1C,95,1,13,3,2,-6,-5,-1.9,9,3.2
Cc1ccc(C)c2nc(N3CCCC3)c(C#N)cc12,94,-1,13,1,x,7,-7,-0.6,3,1.0
C=CCN1c2ccccc2[C@]23C[C@@H](C(=O)OC)N(C(=O)CC(C)C)C2=NC(C(=O)OC)=C(C(=O)OC)[C@H]13,104,-3,0,-2,1,-6,-2,-3.3,18,0.6
O=C(NCc1ccc(Cl)cc1)c1ccc(Cn2cc(C(F)(F)F)ccc2=O)cc1,x,-1,30,-2,x,-2,0,-2.8,14,0.6
O=Cc1ccc(F)c([B-](F)(F)F)c1,114,1,37,-1,-2,0,2,-3.9,18,-0.7
O=S(=O)(Nc1cccnc1)c1ccc(F)cc1,110,0,-21,-2,-3,2,-8,-3.6,18,0.1
COc1cc(C2NC(=O)NC(c3ccccc3)=C2C(C)=O)ccc1OCC#N (stereo not drawn),124,-1,-5,-2,x,9,-5,-1.5,8,2.3
COc1ccc(C)cc1S(=O)(=O)n1ccnc1C,97,-3,34,-3,-1,-1,1,-2.7,13,-0.1
O=C(Nc1ccccc1C(=O)OCc1nnc(-c2ccccc2)o1)c1ccco1,98,0,18,-4,1,-7,2,-3.2,19,-0.4
CCc1ccc(CNC(=O)C(=O)NCC2CCCO2)cc1 (stereo not drawn),116,-3,12,0,1,3,-2,0.7,-3,1.5
COc1cccc(-n2c(SCC(=O)Nc3cc(C)on3)nc3ccccc3c2=O)c1,104,0,1,0,x,-2,2,-1.9,10,-0.3
CC(C)Sc1nnc(-c2c[nH]c3ccccc23)n1C,106,0,2,-4,20,2,-8,1.2,-7,-0.8
COc1cccc(-c2csc(NC(=O)Nc3ccccc3)n2)c1,94,1,-10,-1,7,3,-3,3.6,-20,0.1

# A stretch of the results above:
SMILES,Pemphigus Ab inh,V-ATPase pHluor,Arr AP2 block,Keap1-Nrf2 PPI,Wnt bcat act,cardiac RTF act,RTF Ca sens inh,OPRM1-OPRD1 ag,MOR-DOR inv ag,LANA DNA inh
Cc1cc(C)n2nc(SCC(=O)NC(=O)NCc3ccco3)nc2n1,91,-2,44,-2,x,4,7,-1.3,7,-0.1
Cc1nnsc1-c1onc(C)c1C(=O)O/N=C/c1ccc(Cl)cc1,108,-2,28,0,1,0,1,-2.4,13,-1.2
O=C(Cc1ccc(NC(=O)C2CCN(C(=O)c3ccccc3)CC2)cc1)Nc1cccc(C(=O)N2CCCC2)c1,98,0,-10,-6,0,-1,-7,-2.8,13,-1.7
Cc1cccc(C)c1NC(=O)c1ccc(-n2cnnn2)cc1,x,-3,5,0,x,6,-2,0.3,-2,-1.3
CCOCCn1[nH]c2ccccc2c1=O,101,-1,30,-3,4,5,-4,-1.8,10,1.0
COCCNC(=O)CN(c1ccc(C)cc1)S(=O)(=O)c1ccccc1,101,-5,7,-6,x,0,0,-2.9,16,0.0
O=C(Nc1ccc(OCc2ccccc2)cc1)Nc1cccnc1,96,-5,0,1,5,-1,5,1.2,-6,2.7
COc1ccccc1C(=O)NC(=S)Nc1ccc(N2CCOCC2)c(Cl)c1,105,4,19,2,-1,-4,-4,-0.6,3,-0.3
COc1ccc(N2CC(C)Cn3c2nc2c3c(=O)n(Cc3ccccc3)c(=O)n2C)c(OC)c1 (stereo not drawn),92,3,10,-2,0,4,-15,1.6,-8,-1.4

# (further entries)
SMILES,Pemphigus Ab inh,V-ATPase pHluor,Arr AP2 block,Keap1-Nrf2 PPI,Wnt bcat act,cardiac RTF act,RTF Ca sens inh,OPRM1-OPRD1 ag,MOR-DOR inv ag,LANA DNA inh
CCC(Sc1nc2ccsc2c(=O)n1-c1ccc(Cl)c(C)c1)C(=O)NCc1ccco1 (stereo not drawn),123,2,4,-4,x,2,-13,-2.5,13,-1.7
COc1ccc(-c2cc(C(=O)Nc3cccc(C(C)=O)c3)no2)cc1,98,2,-10,-5,x,1,-3,0.7,-4,-3.0
O=C(c1ccccc1)c1cc(F)c(N2CCOCC2)cc1Cl,178,-2,-7,0,x,0,-3,0.8,-4,0.7
COc1ccc(/C=C/C2=NNC(=O)CC2)cc1,106,3,1,1,-9,-1,6,-2.9,16,-1.5
CSCC[C@H](NC(=O)CC(C)(C)C)c1nc2ccccc2[nH]1,104,-10,-5,2,x,6,-7,1.5,-8,16
CCOC(=O)N1CCN(C(=O)CCc2ccc(S(=O)(=O)NC(C)(C)C)cc2)CC1,90,-3,-3,-3,0,2,-2,-1.3,6,0.0
CC1CCCN(CCCNS(=O)(=O)c2ccc3c(c2)CCN3C(=O)C2CC2)C1 (stereo not drawn),105,-1,3,1,-2,-5,-2,-1.1,6,-2.0
CCOc1ccc(N(CC(=O)Nc2ccccc2Cl)S(C)(=O)=O)cc1,115,0,9,-6,-1,0,-7,-2.0,10,-0.3
CC1(C)Cc2c(sc3ncn4nc(-c5ccco5)nc4c23)CO1,97,-5,23,-6,x,5,2,-1.5,9,-0.5
COCCCN(C(=S)Nc1cc(Cl)cc(Cl)c1)C(C)c1ccncc1 (stereo not drawn),122,2,-4,-5,3,8,-12,2.9,-16,-0.8

# Rows were taken by chance; any-hit rate near 3.1%.
